CHX counter: affects cycloheximide protein synthesis inhibition readout, counter-screen; cell reporter, cycloheximide protein synthesis inhibition counterscreen; max response, %; 300,000 compounds, 12% hits; in the data active means max response mostly above about 13%, no sharp cut-off; inactive means mostly below about 14%; further: read at 38.3 µM for the half of the compounds with a filed dose; 0% is about no effect
Pf growth 96h: inhibits malaria parasite growth, 96 h | P. falciparum luciferase reporter growth, 96 h | 320,000 compounds, 6.9% hits | AID 504834 | Potency, µM (titrated, usually from 28.7 µM), without a hit: at the highest dose activity change, negative = inhibition, hits mostly inhibitors; further: potency means the concentration at half of the fitted maximal effect; on the % scale 0 is the no-effect control and ±100 the full control effect
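Two-generation exposure (96 h) targets delayed-death phenotype. Reporter parasites carrying integrated firefly luciferase, in red cells at 2% hematocrit and 0.05% parasitemia final, kept at 37 C, 5% CO2; luminescence loss indicates inhibition.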
HCV inh: inhibitors of hepatitis C virus infection. AID 651820. Huh7.5.1 HCVcc-Cre infection, luciferase reporter, 44 h. Potency, µM (doses to about 41.8 µM), without a hit: at the highest dose activity change, negative = inhibition, most hits filed as inhibitors. 340,000 compounds, 3.4% hits; further: potency means the concentration at half of the fitted maximal effect; on the % scale 0 is the no-effect control and ±100 the full control effect
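Cells seeded at 1,000/well and cultured 4 h, then compounds added followed by HCVcc-Cre virus (~0.5 moi). After 44 h further culture, luciferase substrate was added, plates held 15 min at room temperature, and luminescence read for 15 sec.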
Pf growth 48h: P. falciparum growth inhibition at 48 hours (one generation); P. falciparum luciferase growth in erythrocytes, 48 h; Potency, µM (top dose mostly 28.7 µM), without a hit: at the top dose activity change, negative = inhibition, usual class: inhibitors; 310,000 compounds, 5.9% hits; AID 504832; further: potency means the concentration at half of the fitted maximal effect; on the % scale 0 is the no-effect control and ±100 the full control effect
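Compounds are pin-transferred into medium, infected erythrocytes (2% hematocrit, 0.1% parasitemia final) are added, and plates sit one parasite generation at 37 C in 5% CO2. Detection reagent is then added and luminescence measured.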
Shiga toxin inh: inhibitors of Shiga toxin in Vero cells; Vero cells, Shiga toxin protein synthesis inhibition reporter; 290,000 compounds, 9.2% hits; inhibition, % at 38.7 µM; in the data active means inhibition mostly above about 28%, no sharp cut-off; inactive means mostly below about 43%; further: 0% is about no effect
FBPA Giardia inh: Giardia lamblia aldolase inhibition | 290,000 compounds, 0.71% hits | purified Giardia FBPA | Potency, µM (series often up to 59.6 µM), without a hit: at the highest dose activity, negative = inhibition, actives largely listed as inhibitors; further: potency means the concentration at half of the fitted maximal effect; on the % scale 0 is the no-effect control and ±100 the full control effect; nearly all actives have a fitted effect of over 55% in size
Target sequence (A8B2U2 whole entry, looked up): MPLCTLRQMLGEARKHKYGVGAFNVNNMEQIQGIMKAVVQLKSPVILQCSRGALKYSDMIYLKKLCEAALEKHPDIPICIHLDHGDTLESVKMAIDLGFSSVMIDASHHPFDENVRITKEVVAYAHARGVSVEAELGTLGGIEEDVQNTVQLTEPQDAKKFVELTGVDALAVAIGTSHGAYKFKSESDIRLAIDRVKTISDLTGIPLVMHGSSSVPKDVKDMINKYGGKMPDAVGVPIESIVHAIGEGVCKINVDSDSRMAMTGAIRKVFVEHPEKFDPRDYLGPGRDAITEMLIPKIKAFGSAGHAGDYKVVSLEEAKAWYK
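Giardia FBPA (40 nM reagent) was preincubated 10 min at RT with compound (up to 57.5 uM final), then substrate plus GAPDH/TPI/NAD/arsenate coupling system with diaphorase/resazurin was added; resorufin fluorescence (525/598 nm) was read after 20 min.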
* hit, by the source's call; ? = inconclusive; . = not tested or not shown; + = active, no number; & = joins results of further samples; [ ] = dose if it differs, or a comment. Unless noted, the call rests on the fitted dose curve; in most records, active means well fitted curve in the direction sought with a large enough effect; inconclusive means small, poorly fitted or top-dose-only effect, or another doubt; inactive means no such curve, though single readings can be large; an effect the other way counts as inactive or inconclusive.

SMILES	CHX counter	Pf growth 96h	HCV inh	Pf growth 48h	Shiga toxin inh	FBPA Giardia inh
COc1ccc(Cn2nnc3c(=O)[nH]c(C4CCN(C(=O)c5ccccc5Cl)CC4)nc32)cc1	5	9%	-7%	?	-11	-1%
CC(C)CCC(C)NC(=O)Cc1ccc(S(=O)(=O)N2CCOCC2)s1 (stereo unspecified)	-2	-9%	-7%	?	-9	-2%
COc1ccc(NC(=O)NC23CC4(C)CC(C)(CC(C)(C4)C2)C3)cc1OC	-3	?	?	2.6µM*	-16	1%
CCOC(=O)CNc1nc(Cl)nc(Nc2ccc(Cl)cc2)n1	-1	2%	21%	0%	-8	14%
CCSc1nnc(NC(=O)Nc2cccc(C)c2)s1	38*	0%	-24%	33%[activator]	101*	-6%
COc1cc(/C=C2\SC(N)=NC2=O)cc(Br)c1O	-2	?	0%	32%[activator]	.	-15%
COc1cccc(CNc2nc3ccccc3n2CCN2CCCCC2)c1OC	-1	5%	-4%&-13%	?	4	-2%
CC(C)(C)C(=O)C(Cc1ccccc1)n1cncn1 (stereo unspecified)	-4	10%	20%	.	15	3%
NNC(=O)C1CC1c1ccccc1 (stereo unspecified)	-1	9.3µM*	38%[activator]	4%	-31	1%
CC1CN(C(=O)COC(=O)CSc2ccc([N+](=O)[O-])cc2)CC(C)O1 (stereo unspecified)	.	10%	-4%	4%	.	.
Cn1c(N)c(C(=O)NCc2ccccc2)sc1=S	-3	9%	-8%	-3%	2	-15%
COc1ncnc2c1N=C1CC(C)(C)CC(N)=C1S2	-2	?	-28%	3%	-8	-14%
CCc1nc(NCCCCCO)c2nnn(Cc3ccccc3F)c2n1	11	20%	-5%	-24%	-9	-1%
O=C(c1cc(-c2cccs2)nc2ccccc12)N1CCN(S(=O)(=O)c2ccccc2)CC1	-1	?	-23%	.	2	-2%
O=C(NNC(=O)c1cccs1)c1ccc(Cl)cc1	19*	?	0%	53%[activator]	24	1%
CCOC(=O)CNc1nc(C(C)(C)C)nc2c1nnn2Cc1ccccc1	-2	?	-29%	?	25	-4%
COc1ccc(/C=N/NC(=O)c2nnn(-c3nonc3N)c2-c2cccs2)cc1OC	13	?	-13%	?	15	.
CN(C)CCN(CC1CCCN(Cc2ccccc2F)C1)C(=O)c1ccc(F)cc1 (stereo unspecified)	1	0%	?	?	-9	3%
COc1ccc(Br)cc1S(=O)(=O)n1nc(C)cc1C	-1	?	?	-19%	-11	-4%
COc1cc(-c2nc(-c3ccccn3)no2)cc(OC)c1OC	17*	60%[activator]	4µM*	59%[activator]	81*	0%
CC(C)NC(=S)NC(=O)c1ccc(-c2ccccc2)cc1	11	22%	14µM*	?	26*	2%
Cc1[nH]c(=O)c(C#N)c2c1CCCC2	-1	9%	5%	17%	6	0%
COc1cccc(NC(=O)CSc2nnc(CNC(=O)c3ccco3)n2C)c1	.	2%	5%	7%	.	.
Cc1cc(Cl)ccc1OCC(=O)NNC(=O)c1cnccn1	17	8.3µM*	-13%	?	9	?
CCCCC(=O)Nc1ccc(C(=O)NN2C(=O)c3ccccc3C2=O)cc1	-3	17%	13%	16%	-3	5%
Fc1ccc(N2CCN(c3cnc4ccccc4n3)CC2)cc1	49*	207%[activator]	?	.	91*	-2%
O=c1c2ccccc2nc(-c2ccc(Cl)cc2Cl)n1O	-4	-24%	-8%	?	26	-12%
CCN1C(=O)NC(=O)/C(=C\c2cn(CC(=O)N3CCCC3)c3ccccc23)C1=O	7	-15%	6%	0%	21	-5%
FC(F)(F)c1ccc(-c2noc(-c3ccccc3)c2I)cc1	46*	.	.	.	+	6%
Cc1nnc(SCC(=O)Nc2nc(C(C)(C)C)cs2)s1	-2	0%	?	.	11	-4%
O=C(NCCCn1ccnc1)c1cc(C2CC2)on1	-3	10µM*	-2%	1%	9	-4%
C=CCN1c2ccccc2[C@]23C[C@@H](C(=O)OC)N(C(=O)CC(C)C)C2=NC(C(=O)OC)=C(C(=O)OC)[C@H]13	-3	?	7.9µM*	?	-2	3%[12.9 µM]
COC1=CC=C2[C@H]3Cc4ccc(OC)c5c4[C@@]2(CCN3C)[C@H]1O5	2	-21%[12.8 µM]	11%	-8%[12.8 µM]	19	-9%&-15%
CC(C)(C)NC(NC(=O)Cc1ccccc1)C(Cl)(Cl)Cl (stereo unspecified)	2	?	18%	11%	-16	0%
O=C(CSc1cccc2cccc(Cl)c12)OCC(=O)N1CCN(C(=O)c2ccco2)CC1	-4	2%	19%	.	-10	-13%
CC(C)(C)N1CC(c2nc3ccccc3n2Cc2ccc(Cl)cc2)CC1=O (stereo unspecified)	-5	.	11%	?	-15	0%
Cc1nc2c(cc1C(=O)N/N=C/c1ccc(O)c(O)c1)c(=O)n(C)c(=O)n2C	-2	21%	?	22%	-2	-25%
CCOC(=O)c1[nH]c(C)c(/C(O)=C2\C(=O)C(=O)N(CCCN(C)C)C2c2ccncc2)c1C (stereo unspecified)	-2	57%[activator]	.	?	-16	-5%
COc1ccc(NC(=O)CSc2nc(NS(=O)(=O)c3ccc(C)cc3)cc(=O)[nH]2)cc1	-3	?	?	.	-12	-8%
C=C1N2CCC(CC2)C1(O)c1ccc(C)cc1 (stereo unspecified)	-4	-10%	0%	.	3	-8%

Three records picked at random from the list so far:
SMILES	CHX counter	Pf growth 96h	HCV inh	Pf growth 48h	Shiga toxin inh	FBPA Giardia inh
COC1=CC=C2[C@H]3Cc4ccc(OC)c5c4[C@@]2(CCN3C)[C@H]1O5	2	-21%[12.8 µM]	11%	-8%[12.8 µM]	19	-9%&-15%
CCCCC(=O)Nc1ccc(C(=O)NN2C(=O)c3ccccc3C2=O)cc1	-3	17%	13%	16%	-3	5%
C=C1N2CCC(CC2)C1(O)c1ccc(C)cc1 (stereo unspecified)	-4	-10%	0%	.	3	-8%

The results go on.
SMILES	CHX counter	Pf growth 96h	HCV inh	Pf growth 48h	Shiga toxin inh	FBPA Giardia inh
Cc1nc(NC(=O)CN(C)S(=O)(=O)c2ccc(Br)cc2)sc1C	-4	?	-2%	.	-5	-1%
CC(C)CC(COCc1cccc(Cl)c1)N1CCN(C(=O)c2cccc(C(F)(F)F)c2)CCC1=O (stereo unspecified)	3	10µM*	3%[8.37 µM]	?	18	-7%
Nn1c(SCC(=O)Nc2ccc(OC(F)F)cc2)nnc1-c1ccco1	.	17%	5%	3%	.	.
COc1cc(/C=C/C(=O)O)cc(S(=O)(=O)Nc2ccc3[nH]c(=O)[nH]c3c2)c1OC	-6	16%	8%	5%	-11	-14%
CCOC(=O)Cn1c(=O)c2c(nc(Br)n2CC(=O)OCC)n(C)c1=O	-2	.	5%	-12%	-18	4%
COc1ccccc1C(=O)NNC(=O)C1CCCO1 (stereo unspecified)	1	8%	10%	24%	25	-24%
COc1ccc(NC(=O)CN(C)CC(=O)Nc2ccc(Cl)cc2[N+](=O)[O-])cc1	-3	-19%	-19%	2%	-17	-12%
COC(=O)C1=C(C)Nc2nnnn2C1c1cccs1 (stereo unspecified)	-3	?	-10%	-8%	7	-20%
COc1cc(OC)c(/C=N/NC(=O)COc2cccc3cccnc23)c(OC)c1	-3	?	5%	-7%	15	13%
Cc1ccc(S(=O)(=O)N2CCSC2)cc1C	-2	3%	-7%	-2%	-11	10%
O=c1cc(-c2ccc(O)cc2)oc2c([C@@H]3O[C@H](CO)[C@@H](O)[C@H](O)[C@H]3O)c(O)c([C@@H]3O[C@H](CO)[C@@H](O)[C@H](O)[C@H]3O)c(O)c12	-3	15%	0%[8.37 µM]	15%	-11	3%
CCCNC(=O)N1[C@H]2CC[C@@H]1C(C(=O)OC)=C(c1cccc(C#N)c1)C2	.	3%	18%	-15%	.	.
CC(=O)N(C)c1ccc(NC(=O)Cc2cccs2)cc1	18*	-26%	14%	29%	.	0%
CCN1CCN(C(=O)C2CCC(CNS(=O)(=O)c3ccccc3)CC2)CC1 (stereo unspecified)	-2	.	2%	-9%	-6	6%
C[C@@H](O)[C@@H]1NC(=O)[C@H](CCCCN)NC(=O)[C@H](Cc2c[nH]c3ccccc23)NC(=O)[C@H](Cc2ccccc2)NC(=O)[C@H](Cc2ccccc2)NC(=O)[C@H](CC(N)=O)NC(=O)[C@H](CCCCN)NC(=O)[C@@H](NC(=O)[C@@H]2CCCN2)CSSC[C@@H](C(=O)N[C@@H](CCCCN)C(=O)O)NC(=O)[C@H](CO)NC(=O)[C@H](CO)NC(=O)[C@H](Cc2ccccc2)NC1=O	-1	.	.	.	-10	-1%
COC(=O)c1sccc1NC(=O)CSCCc1ccccn1	7	5%	-2%	8%	11	0%
CC(C)c1ccc(S(=O)(=O)NC2CCCC2)cc1	-3	54%[activator]	0%	21%	-8	.
CCOc1ncccc1C(=O)OCc1cc(=O)oc2c(C)c(C)ccc12	2	?	0%	0%	-4	1%
CCOc1ccc(OCCC(=O)OCC(=O)Nc2ccc(N3CCOCC3)cc2)cc1	1	21%	26%	5%	8	.
COC(=O)c1cc2ccccc2c(-c2c(O)ccc3ccccc23)c1O	-2	?	5%	9.3µM*	-16	-15%

Single entries from the list.
HCV inh result of COc1ccc(/C=N/NC(=O)c2nnn(-c3nonc3N)c2-c2cccs2)cc1OC is entered as -13%
Pf growth 48h result of COc1ncnc2c1N=C1CC(C)(C)CC(N)=C1S2 is entered as 3%
Shiga toxin inh result of Cc1[nH]c(=O)c(C#N)c2c1CCCC2 is entered as 6

(more compounds)
SMILES	CHX counter	Pf growth 96h	HCV inh	Pf growth 48h	Shiga toxin inh	FBPA Giardia inh
Cc1ccc(N(C(=O)Cn2nnc3ccccc32)C(C(=O)NCc2ccco2)c2ccc(C)o2)cc1 (stereo unspecified)	-3	?	7%	13µM*	5	-6%
CC(C#N)Sc1nnc(Nc2ccccc2)s1 (stereo unspecified)	24	17%	-9%	-1%	28	-10%
O=C(NCc1n[nH]c(=S)n1-c1cccc(C(F)(F)F)c1)c1ccco1	6	?	33%[activator]	-23%	-5	?
O=Cc1ccc2noc(-c3ccc(F)cc3)c2c1	7	.	0%	33%[activator]	-11	0%
CC(=O)N[C@@H](C)c1nc2ccccc2n1CCCN1CCN(c2nc(-c3ccc(C)cc3)cs2)CC1	1	?	3.5µM*	?	17	?
Clc1cccc(OCCN2CCCC2)c1	-2	101%[activator]	-1%	-9%	-13	-14%
CCOC(=O)Cn1cc(/C=C(\C#N)C(=O)N2CCOCC2)c2ccccc21	10*	39%[activator]	-3%	18%	74*	5%
O=C(OCc1cc([N+](=O)[O-])cc2c1OCOC2)c1ccccn1	33*	48%[activator]	-16%	8%	35	-6%
CCC(C)N(C(=O)COC(=O)Cc1n[nH]c(=O)c2ccccc12)C1CCS(=O)(=O)C1 (stereo unspecified)	-2	-9%	7%	10%	28	-3%
Cc1cc(C(=O)CN2C(=O)NC(CC(C)C)C2=O)c(C)n1-c1ccccc1F (stereo unspecified)	47*	137%[activator]	19%	165%[activator]	159*	0%
Cc1ccc(-c2csc(NC(=O)CCNC(=O)c3ccc(Cl)cc3)n2)cc1	-2	7%	-14%	10%	-11	3%
COc1ccc(S(=O)(=O)NCCc2ccc(F)cc2)cc1	-2	3%[5.75 µM]	7%	7%	-3	-1%
Cc1ccc(CC(=O)NCCS(=O)c2ccc(Cl)cc2)cc1 (stereo unspecified)	-1	?	6%	?	-42	6%
Cc1noc(C(=O)N2CCN(Cc3ccc4c(c3)OCO4)CC2)c1Cl	8	5%	6%	12%	5	2%
O=C(Nc1cccc([N+](=O)[O-])c1)c1cc2ccccc2cc1O	49*	1.9µM*	5.6µM*	5.2µM*	108*	-25%
